# Keap1-Nrf2 PPI: Keap1-Nrf2 protein-protein interaction inhibitors, primary screen, biochemical, fluorescence polarization, single point; Keap1 Kelch-Nrf2 peptide fluorescence polarization, 1536-well; inhibition, % at 9.4 µM; 340,000 tested, 0.15% active; in the data active = inhibition above about 12%;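 note: human Keap1 Kelch domain with fluorescein labeled Nrf2 9mer peptide probe; 0% = neutral control wells and 100% = peptide positive control; higher means more block of Keap1 binding to Nrf2 peptide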
# Target sequence (Q14145 whole entry, looked up, the tested form may be a part): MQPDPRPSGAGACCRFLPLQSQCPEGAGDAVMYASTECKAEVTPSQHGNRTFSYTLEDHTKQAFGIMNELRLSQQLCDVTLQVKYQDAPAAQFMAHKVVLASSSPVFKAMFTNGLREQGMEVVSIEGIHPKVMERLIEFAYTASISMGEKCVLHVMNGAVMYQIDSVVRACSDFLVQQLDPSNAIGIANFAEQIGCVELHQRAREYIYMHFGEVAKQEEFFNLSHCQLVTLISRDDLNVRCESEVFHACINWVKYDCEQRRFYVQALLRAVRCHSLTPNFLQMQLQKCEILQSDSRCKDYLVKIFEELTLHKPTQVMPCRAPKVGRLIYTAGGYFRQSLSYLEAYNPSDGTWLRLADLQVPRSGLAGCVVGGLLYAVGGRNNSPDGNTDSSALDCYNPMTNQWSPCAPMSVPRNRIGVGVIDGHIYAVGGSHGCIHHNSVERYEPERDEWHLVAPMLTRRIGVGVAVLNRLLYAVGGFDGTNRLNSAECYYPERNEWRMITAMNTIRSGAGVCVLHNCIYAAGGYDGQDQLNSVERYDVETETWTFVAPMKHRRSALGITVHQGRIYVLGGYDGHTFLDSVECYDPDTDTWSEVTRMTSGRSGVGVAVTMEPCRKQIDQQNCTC
# V-ATPase pH: regulators of yeast V-ATPase proton pumping, primary screen, pHLuorin cytosolic pH fluorescence; S. cerevisiae; response, % at 10 µM; 350,000 tested, 0.37% active; AID 504577, 2011; in the data active = response mostly above about 7.3%, no sharp cut-off; inactive = mostly below about 5.4%; note: actives read high; inactives centre near 0; some compounds called inactive have numbers as strong as hits; reference of the scale not given here
# OPRM1-OPRD1 inv: inverse agonists of MOR-DOR heterodimerization, primary screen, cell-based, luminescence; Mu-type opioid receptor (Homo sapiens) + Delta-type opioid receptor (Homo sapiens), …; cell-based MOR-DOR heterodimer luminescence, inverse agonism; inhibition, % at 9.3 µM; 340,000 tested, 0.21% active; in the data active = inhibition above about 22%, passing the limit was not always enough;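 note: 0% = cells with DMSO and 100% = wells without cells with DMSO; values of inactives mirror those of a sister screen read the other way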
# cardiac RTF act: cardiac RTF calcium sensitivity activators, primary screen, biochemical, IANBD-TnC fluorescence, EC20 calcium; IANBD-labeled TnC RTF fluorescence at EC20 calcium; 0% EC20 calcium, 100% full calcium; activation, % at 7.2 µM; 340,000 tested, 0.24% active; AID 493008, 2010;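 active = activation above the mean over all tested compounds plus 3 SD, cut at about 30% in these data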;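 note: rise in fluorescence read as greater calcium sensitivity of cardiac thin filaments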
# RTF Ca sens inh: cardiac RTF calcium sensitivity inhibitors, primary screen, biochemical, IANBD-TnC fluorescence, EC70 calcium; Troponin I, cardiac muscle (Homo sapiens) + Troponin T, cardiac muscle (Homo sapiens) + …; IANBD-labeled cardiac RTF, Ca2+ fluorescence; inhibition, % at 7.15 µM; 340,000 tested, 0.12% active; AID 493244, 2011;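 active = inhibition above the mean inhibition of all tested compounds plus 3 SD, cut at about 17% in these data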;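 note: assay run at fixed EC70 calcium of 1.6 mM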
# Wnt act: Wnt/beta-catenin pathway activators, primary screen, cell-based, plate reader, single point; Wnt/beta-catenin reporter cell assay, activator; activation, % at 9.35 µM; 300,000 tested, 1.2% active; AID 743398, 2014; in the data active = activation above about 30%, passing the limit was not always enough;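 note: 0% = neutral control wells and 100% = positive control wells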
# Arr AP2 block: inhibitors of beta-arrestin/AP2 binding, primary screen, biochemical, GPCR trafficking, flow cytometry | FITC-arrestin peptide / GST-AP2 beads; AP2 beta2 appendage carries R879A mutation | inhibition, % at 10 µM | 340,000 tested, 0.31% active;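 active = inhibition above a set limit, near 3 SD of compounds lacking own fluorescence, cut at about 54% in these data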;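 note: plate controls were DMSO wells for no effect and 5 µM unlabelled arrestin peptide for full effect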
#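 Material – GST-tagged AP2 beta2-adaptin appendage (R879A) on 4 µm glutathione beads · Probe or stimulus – fluorescein-tagged arrestin peptide at 50 nM final · Timing – 12 min plus 1 h, RT · Detection – bead flow cytometry, FITC channel · Read-out basis – inhibition as reduced fluorescein signal on beads, percent · Medium – PBS plus Tween 20 (0.05%) and BSA (0.1%)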
# MOR-DOR ag: agonists of OPRM1-OPRD1 heterodimerization, primary screen, cell-based, luminescence; Mu-type opioid receptor (Homo sapiens) + Delta-type opioid receptor (Homo sapiens), …; cells; activation, % at 9.3 µM; 340,000 tested, 0.3% active; AID 504326, 2011; in the data active = activation above about 18%;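 note: 0% = vehicle-treated cells and 100% = reference agonist; values of inactives mirror those of a sister screen read the other way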
# C-LANA FP: inhibitors of KSHV C-LANA binding to DNA, primary screen, biochemical, fluorescence polarization, FAM-LBS DNA, MBP-C-LANA, single point; Kaposi's sarcoma herpesvirus LANA C-terminal domain (residues 932-1162) DNA binding; inhibition, % at 9 µM; 340,000 tested, 0.078% active; AID 504423, 2011;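 active = highest replicate inhibition at or above 60% at 9 µM, even if other replicates fall short; inactive = all replicates below 60% inhibition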;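 note: 0% = neutral control wells and 100% = 4 µM acridine orange control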
# Pemphigus Ab inh: inhibitors of pemphigus antibody binding to DSG3, primary screen, biochemical, bead-based, flow cytometry, scFv-GFP; DSG3-coupled beads, scFv-anti-DSG3-GFP binding; stronger effect = lower value; binding (percent of control), % at 10 µM; 310,000 tested, 0.48% active;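 active = binding more than 3 SD below its plate's average and above zero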;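 note: hits lower antibody fragment binding to DSG3; some compounds called inactive have numbers as strong as hits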
# * = called active by the depositor; . = no result given.
SMILES,Keap1-Nrf2 PPI,V-ATPase pH,OPRM1-OPRD1 inv,cardiac RTF act,RTF Ca sens inh,Wnt act,Arr AP2 block,MOR-DOR ag,C-LANA FP,Pemphigus Ab inh
CCN(Cc1nc2cc(Cl)ccc2c(=O)[nH]1)C(=O)C1CC(=O)N(c2cccc3ccccc23)C1 (centres undefined),-5,3,11,-1,-11,-2,-8,-2.8,-2.7,101
N=c1c(C(=O)NC2CCCC2)cc2c(=O)n3ccccc3nc2n1CCCN1CCOCC1,2,4,9,-4,-9,-1,-4,-1.4,0.0,.
CCN1C(=O)c2ccc(C(=O)Nc3nccs3)cc2C1=O,5,0,17,0,0,-1,5,-3.0,-0.1,96
COC(=O)[C@H](CCSC)NC(=O)NCCc1ccc(F)cc1,-1,-3,-16,4,-8,.,3,2.9,0.0,109
NC(=O)c1cc([N+](=O)[O-])ccc1N1CCCCC1,2,-2,3,0,-16,.,-4,-0.5,4.3,107
CSc1ccc(/C=C(\NC(=O)c2ccc(C)cc2)C(=O)NN)cc1,.,2,.,.,.,-1,4,.,.,106
Cc1nc(SC(C(=O)c2ccccc2)c2ccccc2)nc2ccccc12 (centres undefined),1,1,2,-1,-10,4,33,-0.4,2.8,96
CCN(CC)C(=O)C(=O)c1cccn1-c1cccc(OC)c1C#N,0,-9,12,-7,-8,-3,3,-2.3,0.4,102
CCOc1ccc(-n2c(C)nc3cc(C(=O)NCc4ccco4)ccc32)cc1,-4,-3,11,0,-10,.,1,-2.4,-1.2,108
Cc1ccc(CNC(=O)c2ccc(NC(=O)CCS(=O)(=O)c3cccs3)cc2)cc1,2,-1,12,4,4,0,23,-2.1,0.0,89
CCCCCCC(=O)N/N=C/Cc1ccccc1,3,1,9,-6,-5,.,24,-1.6,0.9,96
CCOc1ccc(CNC(=O)C(C)n2ccc3cc(S(=O)(=O)N4CCCC4)ccc32)cc1 (centres undefined),-2,1,2,-4,3,2,-5,-0.5,-1.3,108
Cc1cc(C(=O)CN2C(=O)CCC2=O)c(C)n1Cc1ccccc1,-3,-4,-18,8,2,-1,-8,2.9,-2.1,.
Cc1ccc(CN2CCN(Cc3ccccc3)C(CCO)C2)s1 (centres undefined),0,1,-6,0,-7,-2,-5,0.8,2.0,106
CCOC(=O)N1CCN(C(=O)c2nn(C)c3c2CSc2ccccc2-3)CC1,-2,-3,9,4,0,-2,17,-1.5,0.7,96
CN(C)C=Nc1c(C(=O)c2ccccc2)sc2nccc(N(C)C)c12,-2,-3,27,4,1,0,23,-5.7,3.6,108
CC(=O)N1N=C(c2ccncc2)OC12CCCCC2,3,-4,-1,-2,-13,.,10,0.1,-1.8,104
CCC(=O)Nc1sc(C(=O)Nc2ccccc2F)c(C)c1C(=O)OC,-1,4,1,7,-2,-6,18,-0.2,-1.9,146
CNC(=O)/C(C#N)=C/c1ccc(-c2ccc(OC)cc2[N+](=O)[O-])o1,-5,1,-116,-5,-18,17,6,19*,-2.6,98
CC1CCc2ccccc2N1C(=N)N(C)C (centres undefined),2,1,20,-5,-8,-3,6,-4.2,1.1,112
Cc1cccc(NC(=O)CSc2nc(N)c(NC(=O)c3ccccc3F)c(=O)[nH]2)c1,-4,-1,15,1,4,-1,9,-2.8,-1.2,105
CC1CCCC(C)N1CCNC(=O)Nc1ccc(Cl)cc1 (centres undefined),-1,-3,6,3,-1,-6,-5,-1.0,4.1,98
Cc1cc(C)n(/C(=C\N(C)C)C(=O)c2ccc(Cl)cc2)n1,-4,4,6,2,-8,0,21,-1.2,-1.2,115
Cc1ccc(C(=O)N/N=C2\CCc3ccccc32)c(C)c1,0,-2,24,-3,7,12,17,-4.8,-1.1,84
CC(Oc1ccccc1)C(=O)Nc1c2c(nn1-c1ccccc1)CS(=O)(=O)C2 (centres undefined),-5,1,2,5,-4,2,-4,-0.5,-1.5,.
# Next part:
SMILES,Keap1-Nrf2 PPI,V-ATPase pH,OPRM1-OPRD1 inv,cardiac RTF act,RTF Ca sens inh,Wnt act,Arr AP2 block,MOR-DOR ag,C-LANA FP,Pemphigus Ab inh
COc1cccc(CN2CC(C(=O)NCc3cnn(C)c3)CCC2=O)c1 (centres undefined),-5,-4,14,4,-3,0,-13,-4.1,-2.4,109
CCn1cnc2cc(NCc3ccc(OC)cc3)ccc21,2,-2,12,-3,-6,.,30,-2.3,2.6,100
CCOC(=O)c1cccc(NC(=O)CN2C(=O)C3C4C=CC(C4)C3C2=O)c1 (centres undefined),-2,-3,3,3,-3,-6,5,-0.6,-1.1,107
CC(OC(=O)CC1CC2CCC1C2)C(=O)Nc1ccc(N2CCOCC2)cc1 (centres undefined),-1,-8,10,2,-7,1,-10,-1.9,0.2,112
COc1ccc(-c2nc3scc(-c4ccccc4)n3n2)cc1,-1,0,4,-4,10,4,26,-0.8,-0.4,104
c1cn2cc(CSC3CCCCC3)nc2s1,0,2,3,4,-12,.,10,-0.5,0.9,106
COC(=O)C1=C(C(=O)OC)C(c2cc([N+](=O)[O-])ccc2O)c2sc(=O)[nH]c2S1 (centres undefined),-4,-1,9,3,-13,-1,21,-1.9,-1.1,100
CC(=O)Nc1ccc(S(=O)(=O)Nc2nc(C)cc(-n3nc(C)cc3C)n2)cc1,-4,-1,13,-6,-4,.,-4,-2.8,-0.6,99
Nc1nonc1C(=O)NCCNCc1ccccc1OCc1ccccc1F,-6,3,-12,2,1,.,3,2.0,-0.2,.
CC1CCC/C(=N\Nc2ccc(Cl)c(C(=O)O)c2)C1 (centres undefined),1,2,14,4,0,-2,5,-2.4,4.5,104
Cc1ccccc1NC(=O)COC(=O)c1c[nH]c(=O)[nH]c1=O,-7,.,8,5,2,3,-4,-1.1,1.3,102
CCOP(=O)(OCC)/C(=C/N1CCCCC1)NC(=O)c1ccccc1,-6,2,12,2,7,0,8,-2.5,1.2,104
Cc1nnc2ccc(N3CCN(c4cccc(C(F)(F)F)c4)CC3)nn12,3,-3,-9,-4,-7,-1,4,1.7,0.2,99
COc1ccc(N2CCN(C(=O)CSc3nnc4nc(C)cc(C)n34)CC2)cc1,-4,1,6,1,-5,-1,5,-1.1,1.1,103
O=C(NCc1ccccc1)c1ccc(CSc2ccccc2)o1,2,-1,-7,-1,-2,2,19,1.4,-1.2,108
CC1(C)CC(=O)C(C=NCCC2=CCCCC2)=C(O)C1,5,2,9,2,-7,2,-57,-1.6,0.0,103
Cc1ccc(NC(NC(=O)c2cccnc2)C(Cl)(Cl)Cl)cc1 (centres undefined),-4,3,-1,-3,-6,0,-9,0.2,0.9,115
CCOC(=O)c1ccc(N=C2SC(C(=O)NC)CC(=O)N2Cc2ccc(F)cc2)cc1 (centres undefined),-2,-2,14,-2,-4,0,11,-2.9,0.5,99
CCCc1cc(N2CCN(c3ccccn3)CC2)n2nc(C)c(-c3ccccc3)c2n1,-2,5,6,-1,16,.,17,-1.1,0.7,98
N#Cc1ccc(COC(=O)c2cc(=O)c3ccccc3o2)cc1,1,3,6,-1,-10,0,23,-1.4,-2.7,103
Clc1ccc(-c2n[nH]c3c2CCC3)cc1Cl,-1,0,4,-1,4,.,21,-0.6,0.0,118
CCN(C(=O)CSc1ccc2ccccc2n1)C1CCCCC1,-1,0,-20,-1,-5,-3,14,3.9,-2.0,109
CC(C)(C)N/N=C1\CC(c2ccccc2)Oc2ccccc21 (centres undefined),5,0,0,2,5,4,-1,0.0,0.9,112
C=CCOc1ccccc1/C=N/NC(=O)Cc1ccccc1,2,2,14,-8,-4,0,-10,-2.8,-1.9,131
O=C(NC(C(=O)N/N=C/c1cccnc1)c1n[nH]c(=O)c2ccccc12)c1ccccc1 (centres undefined),-5,-1,19,-1,0,4,4,-3.6,-0.4,103
# (listing goes on)
SMILES,Keap1-Nrf2 PPI,V-ATPase pH,OPRM1-OPRD1 inv,cardiac RTF act,RTF Ca sens inh,Wnt act,Arr AP2 block,MOR-DOR ag,C-LANA FP,Pemphigus Ab inh
COc1ccc(CCNC(=O)C2CCCN2C(=O)Nc2cccc(C(C)=O)c2)cc1OC (centres undefined),-1,0,15,-4,-3,-5,0,-2.4,3.0,.
CN(CC(=O)Nc1ccccc1Cl)C(=O)COC(=O)c1nc(Cl)ccc1Cl,1,3,16,-3,-18,-1,-20,-2.4,-0.8,101
O=[N+]([O-])c1cccnc1-n1cnc2ccccc21,1,2,-21,-2,0,-3,-2,3.0,-1.3,98
O=C(c1cc(-c2ccco2)nc2ccccc12)N(Cc1nnc(-c2ccc(Cl)cc2)o1)C1CC1,-9,1,1,-6,6,2,33,-0.2,0.2,95
Cc1cc(C(=O)CN2C(=O)NC3(CCCCCC3)C2=O)c(C)n1C,-5,-5,3,-2,-8,29,14,-0.5,1.8,101
Cc1c(C(=O)OCC(=O)N2CCN(c3ccccc3)CC2)oc2ccccc12,1,0,-5,-3,3,-5,2,0.9,-1.3,94
CCOc1ccc(CCNC(=O)c2ccc3c(=O)[nH]c4c(C(=O)NC(C)C)sc(=S)n4c3c2)cc1,-3,-5,2,-6,4,0,-4,-0.4,1.4,139
COC(=O)c1ccc2c(c1C(=O)OC)CN(S(=O)(=O)C(C)(C)C)[C@@H]2CCO,-4,-1,-14,-9,-19,1,32,3.0,2.1,92
COc1ccccc1C(=O)NC(=O)COC(=O)CNC(=O)c1ccccc1F,-1,-3,0,-3,-5,-2,14,0.0,-2.1,.
CCn1nc(NC(=O)c2ccncc2)c2cc3ccc(C)cc3nc21,-4,4,0,8,-2,.,-2,0.0,2.6,96
CCCS(=O)(=O)N1CCN(C(=O)COc2ccc(-c3ccccc3)cc2)CC1,1,-1,-4,-5,3,-5,23,0.7,0.8,94
Cc1cc(NC(=O)CSCC(=O)OCC(=O)Nc2cc(C)c(C)cc2[N+](=O)[O-])no1,-5,-2,10,-2,4,-2,-3,-1.9,-0.3,95
CCN1CCN(C(=O)c2ccc(C)c(S(=O)(=O)Nc3cccc(C)c3)c2)CC1,-3,0,4,-2,6,-1,-3,-0.7,2.2,98

# Copied from the results shown, three compounds:
SMILES,Keap1-Nrf2 PPI,V-ATPase pH,OPRM1-OPRD1 inv,cardiac RTF act,RTF Ca sens inh,Wnt act,Arr AP2 block,MOR-DOR ag,C-LANA FP,Pemphigus Ab inh
CCOc1ccc(CCNC(=O)c2ccc3c(=O)[nH]c4c(C(=O)NC(C)C)sc(=S)n4c3c2)cc1,-3,-5,2,-6,4,0,-4,-0.4,1.4,139
COC(=O)c1ccc2c(c1C(=O)OC)CN(S(=O)(=O)C(C)(C)C)[C@@H]2CCO,-4,-1,-14,-9,-19,1,32,3.0,2.1,92
COc1ccccc1C(=O)NC(=O)COC(=O)CNC(=O)c1ccccc1F,-1,-3,0,-3,-5,-2,14,0.0,-2.1,.

# Bioassay records (PubChem)
